Compound activity: PubChem, several laboratories
AGP1-GFP MLPCN = modulators of AGP1-GFP expression in yeast TOR pathway, primary screen, cell-based, multiplex flow cytometry, S. cerevisiae, MLPCN library; AID 2066, 2009; 0.02% of 320,000 active; 3 h; GFP as percent of DMSO wells; GFP response vs DMSO, % at 10 µM;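 active = GFP response relative to DMSO above a set limit, near screen average plus 3 SD, cut at about 150% in these data; inconclusive = fewer than 70 cells counted for the yeast strain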;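 also: median GFP channel fluorescence of the gated AGP1 strain per well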
GASC-1 inh = inhibitors of GASC-1 histone demethylase, primary screen, biochemical, fluorescence, DELFIA europium; Lysine-specific demethylase 4C (Homo sapiens), Q9H3R0; GST-JMJD2C(1-420) H3K9me3 demethylation; inhibition, % at 2.35 µM; 0.069% of 330,000 active; AID 2099, 2009;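 active = more than half of a compound's replicate wells show inhibition beyond 50%, single wells judged on their own value; inconclusive = some, but no more than half, of replicates pass 50% inhibition; inactive = no replicate passes 50% inhibition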;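 also: signal counts dimethyl H3K9 product captured on neutravidin plate; 0% = median of DMSO wells and 100% = 0.3 times that DMSO median; strong numbers were not always called active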
Target sequence (Q9H3R0 1-420 limits assumed): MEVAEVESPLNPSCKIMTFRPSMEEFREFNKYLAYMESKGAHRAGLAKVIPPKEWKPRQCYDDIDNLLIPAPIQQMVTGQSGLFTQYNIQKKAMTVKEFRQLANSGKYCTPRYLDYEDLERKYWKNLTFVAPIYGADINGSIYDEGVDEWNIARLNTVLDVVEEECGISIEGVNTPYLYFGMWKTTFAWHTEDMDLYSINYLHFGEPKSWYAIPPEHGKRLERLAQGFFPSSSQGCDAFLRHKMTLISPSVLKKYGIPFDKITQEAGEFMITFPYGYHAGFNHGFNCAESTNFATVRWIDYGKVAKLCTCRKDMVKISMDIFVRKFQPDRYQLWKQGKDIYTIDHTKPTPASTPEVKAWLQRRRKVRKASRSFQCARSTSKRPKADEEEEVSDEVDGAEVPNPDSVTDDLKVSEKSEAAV
RPL19A TOR yeast = RPL19A-GFP expression modulators in yeast, primary screen, cell-based, S. cerevisiae, multiplex flow cytometry, MLPCN. S. cerevisiae RPL19A-GFP strain, 3 h; stronger effect = lower value. percent response vs DMSO, % at 10 µM. 0.3% of 330,000 active. AID 2025, 2009;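 active = percent response vs DMSO below 50%; inconclusive = fewer than 70 events counted for the yeast strain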;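 also: median channel GFP fluorescence of the barcoded RPL19A-GFP strain; ratio of sample median GFP to plate DMSO average so 100% = DMSO; lower means less RPL19A-GFP as with rapamycin TOR inhibition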
CIT2-GFP yeast = modulators of CIT2-GFP expression in yeast, primary screen, S. cerevisiae, GFP fusion, multiplex flow cytometry, MLPCN library | GFP response vs DMSO, % at 10 µM | S. cerevisiae CIT2-GFP strain, 3 h; 100 means same as DMSO wells | 0.065% of 320,000 active;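 active = GFP response relative to DMSO above a set limit, near the screen mean plus 3 SD, cut at about 150% in these data; inconclusive = Fewer than 70 cells measured for a yeast strain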;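 also: ratio of well median GFP fluorescence to mean of DMSO wells on the plate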
LAP4-GFP MLPCN = modulators of LAP4-GFP expression in yeast, primary screen, S. cerevisiae, multiplex flow cytometry, MLPCN library; 3 h; median GFP as percent of DMSO wells; GFP response vs DMSO, % at 10 µM; 0.34% of 320,000 active; AID 2023, 2009;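 active = GFP response vs DMSO above a set limit, about the screen mean plus 3 SD, cut at about 150% in these data; inconclusive = under 70 cell events counted for the yeast strain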
VLA-4 inh = inhibition in human VLA-4 binding assay, primary screen, VLA-4 allosteric modulator project, MLPCN library, flow cytometry, VLA-4 expressing cells; inhibition, % (about 7 µM as worked out from the volumes in the protocol); 0.2% of 330,000 active; Integrin alpha-4 (Homo sapiens), P13612; ligand binding flow cytometry; in the data active = inhibition above about 50%
MEP2 TOR yeast = modulators of MEP2-GFP levels in yeast, primary screen, S. cerevisiae, multiplex flow cytometry, MLPCN library; S. cerevisiae MEP2-GFP strain, 3 h; 100% = DMSO control level; GFP response vs DMSO, % at 10 µM; 0.51% of 330,000 active; AID 2016, 2009;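 active = GFP response versus DMSO above a set limit, roughly screen mean plus 3 SD, cut at about 180% in these data; inconclusive = fewer than 70 cells counted for a yeast strain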;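 also: median GFP fluorescence of the barcode-gated MEP2-GFP cells per well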
GRK2 aptamer HTS = compounds blocking aptamer binding on GRK2 – biochemical, human GRK2, bead flow cytometry, HTS, primary screen; Beta-adrenergic receptor kinase 1 (Homo sapiens), P25098; FAM-aptamer displacement from GRK2; inhibition of aptamer binding, % at 10 µM; 0.59% of 330,000 active;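 active = inhibition of aptamer binding above 40%, roughly 3 SD of noise, on plates passing a quality check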;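 also: median bead fluorescence of bound FAM aptamer so fluorescent compounds give negative values; no value below 0 was filed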
Target sequence (P25098 whole entry, looked up): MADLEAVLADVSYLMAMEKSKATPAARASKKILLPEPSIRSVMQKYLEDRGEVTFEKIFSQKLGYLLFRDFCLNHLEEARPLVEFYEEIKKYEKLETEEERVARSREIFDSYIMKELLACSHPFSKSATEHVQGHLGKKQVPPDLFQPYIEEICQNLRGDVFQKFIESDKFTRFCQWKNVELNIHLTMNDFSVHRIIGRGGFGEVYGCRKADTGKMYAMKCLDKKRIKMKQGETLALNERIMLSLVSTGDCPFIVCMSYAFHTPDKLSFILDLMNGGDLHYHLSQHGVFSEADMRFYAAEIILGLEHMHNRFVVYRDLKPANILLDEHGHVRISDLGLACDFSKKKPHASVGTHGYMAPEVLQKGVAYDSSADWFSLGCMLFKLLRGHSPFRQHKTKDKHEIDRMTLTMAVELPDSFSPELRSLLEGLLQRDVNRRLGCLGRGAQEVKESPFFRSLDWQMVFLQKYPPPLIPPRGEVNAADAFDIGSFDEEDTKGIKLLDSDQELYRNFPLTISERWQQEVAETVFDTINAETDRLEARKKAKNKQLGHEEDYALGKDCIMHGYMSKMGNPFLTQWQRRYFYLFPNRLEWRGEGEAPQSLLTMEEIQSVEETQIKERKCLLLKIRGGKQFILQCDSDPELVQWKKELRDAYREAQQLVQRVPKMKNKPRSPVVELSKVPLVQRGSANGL
* marks the source's active call; other numbers are inactive results; ? = inconclusive; [ ] = remark or other dose.

No. | molecule | AGP1-GFP MLPCN | GASC-1 inh | RPL19A TOR yeast | CIT2-GFP yeast | LAP4-GFP MLPCN | VLA-4 inh | MEP2 TOR yeast | GRK2 aptamer HTS
1 | COc1ccc(CN(CCC#N)C(=S)NC(=O)c2ccccc2)cc1 | 93 | 5 | 93 | 89 | 93 | -4 | 99 | 1
2 | CCOc1ccccc1C(=O)N[C@H](C(=O)OCc1cc(=O)oc2cc(C)ccc12)C(C)C | 98 | 2 | 103 | 88 | 95 | 0 | 100 | 0
3 | O=C1Nc2ccccc2C(=O)N2C[C@@H](O)C[C@H]12 | 99 | -4 | 101 | 97 | 94 | 0 | 97 | 3
4 | Clc1ccc(OCc2nnc3n2CCCCC3)c(Cl)c1 | 122 | -6 | 99 | 105 | 121 | 24 | 101 | 0
5 | COc1ccc(S(=O)(=O)N2CCCC2C(=O)Nc2nccs2)cc1 (stereo not drawn) | 98 | 10 | 95 | 99 | 90 | -12 | 90 | 0
6 | CN(C)/C=C1\NC(=S)N(c2ccccc2)C1=O | 103 | 2 | 100 | 99 | 101 | 3 | 100 | 3
7 | C/C(=N\N(C)C)c1ccc(OCCOc2ccc([N+](=O)[O-])cc2)cc1 | 102 | -28 | 107 | 96 | 93 | -14 | 105 | 0
8 | COc1cccc(-c2cc(C(=O)N3CCOCC3)no2)c1 | 92 | 4 | 97 | 94 | 95 | 3 | 82 | 3
9 | CCOC(=O)NC(CC(=O)O)c1ccc(OC)cc1 (stereo not drawn) | 97 | 1 | 95 | 100 | 94 | 3 | 100 | 0
10 | CCOC(=O)c1c(NC(=O)COC(=O)c2ccccn2)sc2c1CCC2 | 98 | 15 | 104 | 94 | 99 | -11 | 101 | 0
11 | COC(=O)C1=C(C)N(c2ccc(F)cc2)/C(=C/c2ccc(O)cc2)C1=O | 102 | 1 | 101 | 101 | 99 | -2 | 104 | 3
12 | CCCN(CC(=O)Nc1ccccc1OC)C(=O)c1ccc(=O)[nH]c1 | 102 | 14 | 103 | 103 | 97 | 0 | 104 | 0
13 | Nc1nccnc1C(=O)OCC(=O)C12CC3CC(CC(C3)C1)C2 | 94 | 7 | 94 | 86 | 95 | 4 | 92 | 0
14 | COc1ccc(CCN=CC2=C(O)CC(C)(C)CC2=O)cc1 | 98 | 7 | 101 | 94 | 96 | 0 | 103 | 0
15 | NC(=O)C1(N2CCCCC2)CCN(S(=O)(=O)c2ccccc2)CC1 | 112 | -4 | 104 | 109 | 107 | 8 | 105 | 3
16 | COc1ccc(OC)c(NC(=O)CCC(=O)Nc2nnc(C(C)C)s2)c1 | 107 | -16 | 101 | 104 | 102 | 8 | 99 | 0
17 | CC(=O)c1ccc(NC(=O)CSc2nc(Nc3ccccc3)nc(N3CCOCC3)n2)cc1 | 104 | 4 | 92 | 97 | 102 | 6 | 97 | 5
18 | COc1ccc(NC(=O)CN(C)C(=O)c2cccc(S(=O)(=O)Nc3ccc(OC)cc3)c2)cc1 | 103 | ? | 100 | 102 | 106 | 10 | 106 | 1
19 | COc1ccc(NC(=O)C2(N(C(=O)Cn3nnnc3N)c3ccc(OC)cc3)CCCCC2)cc1 | 98 | -2 | 95 | 100 | 94 | -18 | 91 | 4
20 | O=C1NC(=O)C2(COC(c3cccnc3)OC2)S1 (stereo not drawn) | ? | 2 | ? | 105[may fluoresce red] | ? | 3 | 92[may fluoresce red] | 0
21 | COc1ccccc1-n1c(SCC(=O)O)nc2c(sc(=S)n2-c2ccccc2C)c1=O | 99 | 96 | 102 | 97 | 98 | 0 | 108 | 5
22 | COc1ccc(Cn2c(C3CC3)nc3ccc(NC(=O)C4CC4)cc3c2=O)cc1 | 108 | -1 | 106 | 112 | 106 | 0 | 112 | 5
23 | Cn1c(=O)c2[nH]c(CCCC(=O)O)nc2n(Cc2ccccc2)c1=S | 105 | 1 | 105 | 96 | 98 | -5 | 104 | 0
24 | CC1Cc2ccccc2N1C(=O)CSc1nnc(-c2ccccc2)c(-c2ccccc2)n1 (stereo not drawn) | 90 | 20 | 99 | 104 | 99 | 3 | 103 | 2
25 | O=C(NCc1cccc(Br)c1)c1cc(-c2ccccc2)nn1CC1CC(c2cccc([N+](=O)[O-])c2)=NO1 (stereo not drawn) | 100 | -2 | 113 | 96 | 105 | 10 | 100 | 0
26 | COC(=O)c1ccc(OCCN2CCCCCC2)cc1 | 99 | -17 | 97 | 96 | 88 | -1 | 103 | 0
27 | COc1ccc(-c2c(C#N)c(SCC(=O)c3cc4ccccc4oc3=O)nc(C)c2C(=O)Nc2ccccc2)cc1 | 109 | -3 | 115 | 108 | 99 | 24 | 107 | 2
28 | O=C(NNS(=O)(=O)c1ccccc1[N+](=O)[O-])c1cc2ccccc2cc1O | 111 | 1 | 102 | 109 | 111 | 2 | 106 | 3
29 | Cc1cccc(C(=O)Nc2sc3c(c2C(=O)O)CCCC3)c1 | 103 | -4 | 107 | 113 | 97 | 9 | 110 | 2
30 | O=C(Cn1cnc2c(nnn2Cc2ccc(F)cc2)c1=O)Nc1ccc2c(c1)OCCO2 | 107 | 7 | 102 | 108 | 95 | 21 | 108 | 0

One compound at a time, as listed above.
Shown for `COc1ccc(-c2c(C#N)c(SCC(=O)c3cc4ccccc4oc3=O)nc(C)c2C(=O)Nc2ccccc2)cc1` : AGP1-GFP MLPCN: 109; GASC-1 inh: -3; RPL19A TOR yeast: 115; CIT2-GFP yeast: 108; LAP4-GFP MLPCN: 99; VLA-4 inh: 24; MEP2 TOR yeast: 107; GRK2 aptamer HTS: 2
Shown for `COc1ccc(OC)c(NC(=O)CCC(=O)Nc2nnc(C(C)C)s2)c1` : AGP1-GFP MLPCN: 107; GASC-1 inh: -16; RPL19A TOR yeast: 101; CIT2-GFP yeast: 104; LAP4-GFP MLPCN: 102; VLA-4 inh: 8; MEP2 TOR yeast: 99; GRK2 aptamer HTS: 0
Shown for `CCCN(CC(=O)Nc1ccccc1OC)C(=O)c1ccc(=O)[nH]c1` : AGP1-GFP MLPCN: 102; GASC-1 inh: 14; RPL19A TOR yeast: 103; CIT2-GFP yeast: 103; LAP4-GFP MLPCN: 97; VLA-4 inh: 0; MEP2 TOR yeast: 104; GRK2 aptamer HTS: 0

The main list resumes; the five compounds before the break are reprinted first.
No. | molecule | AGP1-GFP MLPCN | GASC-1 inh | RPL19A TOR yeast | CIT2-GFP yeast | LAP4-GFP MLPCN | VLA-4 inh | MEP2 TOR yeast | GRK2 aptamer HTS
26 | COC(=O)c1ccc(OCCN2CCCCCC2)cc1 | 99 | -17 | 97 | 96 | 88 | -1 | 103 | 0
27 | COc1ccc(-c2c(C#N)c(SCC(=O)c3cc4ccccc4oc3=O)nc(C)c2C(=O)Nc2ccccc2)cc1 | 109 | -3 | 115 | 108 | 99 | 24 | 107 | 2
28 | O=C(NNS(=O)(=O)c1ccccc1[N+](=O)[O-])c1cc2ccccc2cc1O | 111 | 1 | 102 | 109 | 111 | 2 | 106 | 3
29 | Cc1cccc(C(=O)Nc2sc3c(c2C(=O)O)CCCC3)c1 | 103 | -4 | 107 | 113 | 97 | 9 | 110 | 2
30 | O=C(Cn1cnc2c(nnn2Cc2ccc(F)cc2)c1=O)Nc1ccc2c(c1)OCCO2 | 107 | 7 | 102 | 108 | 95 | 21 | 108 | 0
31 | Cc1nnsc1C(=O)NNC(=O)c1ccc(C(F)(F)F)cc1 | 106 | 20 | 96 | 105 | 99 | -1 | 92 | 1
32 | COc1cc(NC(=O)c2cc(S(=O)(=O)N3CCCCC3)ccc2N2CCOCC2)cc(OC)c1 | 110 | -6 | 99 | 90 | 108 | 0 | 101 | 0
33 | COc1ccc2[nH]c(C(=O)Nc3ccc4c(c3)OCO4)cc2c1 | 102 | 0 | 96 | 100 | 111 | -7 | 96 | 2
34 | CC(=O)N1CCN(c2ccnc3cc(Cl)ccc23)CC1 | 88 | -2 | 90 | 79 | 93 | 3 | 92 | 3
35 | COc1cc(OC)cc(C(=O)OCC(=O)Nc2ccc3[nH]c(=O)[nH]c3c2)c1 | 88 | 4 | 87 | 95 | 95 | 18 | 96 | 0
36 | COc1ccc(N2CCN(CC(O)COC(c3ccc(F)cc3)c3ccc(F)cc3)CC2)cc1 (stereo not drawn) | 98 | -7 | 104 | 94 | 93 | -2 | 101 | 0
37 | CCOc1ccc(NC(=O)c2ccc3c(=O)n(-c4ccc(OC)cc4OC)c(=S)[nH]c3c2)cc1 | 95 | 8 | 101 | 97 | 96 | 4 | 102 | 4
38 | CCC(=O)N1CCc2cc(S(=O)(=O)NC(C(=O)Nc3cccc(C)n3)C(C)C)ccc21 (stereo not drawn) | 100 | 4 | 97 | 96 | 88 | 1 | 94 | 0
39 | COc1ccccc1NC(=S)N1CCN(c2ccc(F)cc2)CC1 | 139 | -1 | 106 | 101 | 96 | 8 | 106 | 4
40 | COc1ccc(C(=O)CNc2ccccc2C#N)cc1 | 103 | 5 | 101 | 97 | 104 | -8 | 101 | 0
41 | CN1CC(=O)N(CC(=O)Nc2ccc3c(c2)CCC3)C1=O | 98 | 19 | 94 | 100 | 94 | 0 | 90 | 0
42 | CN(C)C(CNC(=O)C1CCN(S(=O)(=O)c2cccc(Cl)c2Cl)CC1)c1ccccc1 (stereo not drawn) | 105 | -1 | 98 | 100 | 105 | 4 | 102 | 0
43 | CCN(CC)C(=O)c1sc(NC(=O)c2ccncc2)c(C(=O)OC)c1C | 92 | -7 | 98 | 90 | 80 | 29 | 91 | 10
44 | Cc1ccc(C(=O)Cn2nnc(-c3ccccc3-n3cnnn3)n2)cc1 | 102 | 0 | 96 | 102 | 97 | 10 | 102 | 4
45 | O=C(CCCn1nnc2ccccc2c1=O)N[C@H](C(=O)O)c1ccccc1 | 104 | -6 | 102 | 100 | 104 | 2 | 104 | 0
46 | COc1ccc2nc(SCC(=O)c3c(N)n(C4CC4)c(=O)[nH]c3=O)[nH]c2c1 | 99 | 9 | 97 | 94 | 105 | -2 | 104 | 0
47 | CCN1C(=O)/C(=C2/C=CC=CN2C)SC1=S | 93 | -2 | 94 | 95 | 102 | -22 | 101 | 1
48 | CCOc1ncccc1C(=O)OCC(=O)NC1CCCCC1 | 103 | 14 | 98 | 97 | 105 | -2 | 105 | 2
49 | COc1cccc(CNC(=O)c2ccc(C3SCCS3)cc2)c1 | 99 | -10 | 103 | 97 | 98 | 18 | 102 | 0
50 | Cc1c(O)ccc2c(CN3CCOCC3)cc(=O)oc12 | 87 | -4 | 92 | 97 | 89 | 5 | 114 | 0
51 | CC1=NN(c2ccc(N)cc2)C(=O)C1 | 97 | 5 | 102 | 92 | 100 | -12 | 98 | 6
52 | CC(CC(=O)O)CC(=O)Nc1cc(C(F)(F)F)cc(C(F)(F)F)c1 (stereo not drawn) | 112 | 9 | 101 | 98 | 113 | 2 | 107 | 3
53 | CCN(CC)S(=O)(=O)c1ccc2c(c1)c(=O)c(C(=O)NCCc1ccccc1)cn2C | 96 | -7 | 94 | 102 | 92 | -2 | 96 | 1
